NSD2 inh = inhibitors of human histone methyltransferase NSD2; O96028; inhibition, % at 12.5 µM; hit rate 0.54% among 310,000; NSD2 peptide methylation, AlphaScreen, 120 min; AID 743445; in the data active = inhibition above about 50%
MITF act = activators of MITF-driven TRPM1 promoter activity in SK-MEL-5 cells | SK-MEL-5 TRPM1-promoter luciferase, 24 h; % of positive control, neutral wells = 0 | activation, % at 12.5 µM | hit rate 0.75% among 300,000 | AID 588334;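 active = mean activation of at least 80% with every replicate also reaching 80%; inconclusive = mean reaches 80% but some replicate falls short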;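 also: 0% = neutral control wells and 100% = parthenolide positive control wells; values of inactives mirror those of a sister screen read the other way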
PKA-R2B act = PKA-R2B complex activation. activation, % at 11.4 µM. hit rate 0.079% among 340,000. P22694+P31323. PKA-R2B holoenzyme dissociation, Cy5-IP20 fluorescence polarization; R2B truncated from residue 108, S112A mutant; 0% DMSO only, 100% 113 µM cGMP;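 active = activation above a cutoff set at the mean over all compounds plus 3 SD, cut at about 18% in these data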;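 also: higher means more holoenzyme dissociation and a rise in polarization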
SUMO Mot1 rescue = inhibitors of SUMOylation pathway: yeast Mot1-301 growth rescue | AID 2716 | growth rescue, % at 18.8 µM | hit rate 1% among 320,000 | S. cerevisiae Mot1-301 growth rescue, ATP luminescence, 38.5C; percent above DMSO median, 100 means doubled;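 active = every valid replicate shows activation above 250% relative to neutral control wells; inactive = the rest, any valid replicate at or below 250%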;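 also: OY570 slx delta 5 strain wells were the positive control but not used for scaling; some compounds called inactive have numbers as strong as hits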
SR-BI uptake up = SR-BI HDL lipid transfer activation. CHO ldlA[mSR-BI] cells, DiI-HDL uptake fluorescence, 3 h; 100 = double the neutral-control signal. hit rate 0.096% among 320,000. activation, % at 12.5 µM;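 active = mean replicate activation of at least 60% and every replicate at or above 60%; inconclusive = mean or all-replicate condition met, but not both; inactive = mean below 60% and not all replicates reaching 60%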;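 also: 0% = median plate neutral-control signal and 100% = twice that signal; values of inactives mirror those of a sister screen read the other way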
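Material: SR-BI-overexpressing, LDLR-lacking CHO cells; schedule: compound exposure 3 h, 37 °C; reagent: DiI-labelled HDL at 10 µg/mL final; technique: bottom-read fluorescence, 550/595 nm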
Arrestin-AP2 inh = blocks beta-arrestin peptide binding to AP2 adaptin; FITC-arrestin peptide / GST-AP2 beads, flow cytometry; AP2 beta2 appendage carries R879A mutation; inhibition, % at 10 µM; hit rate 0.31% among 340,000; AID 504490;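 active = inhibition above a set limit, near 3 SD of compounds lacking own fluorescence, cut at about 54% in these data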;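 also: plate controls were DMSO wells for no effect and 5 µM unlabelled arrestin peptide for full effect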
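Assay system: GST-AP2 R879A bound to glutathione beads, E. coli-expressed; Medium: PBS with 0.05% Tween 20 and 0.1% BSA; Also added: fluorescein-tagged arrestin peptide at 50 nM final; Timing: 12 min plus 1 h, RT; Measured by: flow cytometry, FL1 (488/535 nm); Evaluation: percent drop in bead-associated FITC signal.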
Pemphigus Ab inh = human desmoglein-3 autoantibody binding inhibition. binding (percent of control), % at 10 µM. hit rate 0.48% among 310,000. DSG3-coupled beads, scFv-anti-DSG3-GFP binding, flow cytometry; active compounds read low. P32926;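 active = binding more than 3 SD below its plate's average and above zero; inconclusive = below that plate limit but binding exactly zero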;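 also: hits lower antibody fragment binding to DSG3; some compounds called inactive have numbers as strong as hits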
SR-BI DiI inh = blocks mouse SR-BI lipid uptake from DiI-HDL; hit rate 0.96% among 320,000; inhibition, % at 12.5 µM; AID 488896; Q61009; ldlA[mSR-BI] CHO cells, DiI-HDL uptake fluorescence, 3 h;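 active = mean replicate inhibition of at least 70% and a set share of replicates each scoring 70 or more; inconclusive = meets just one of the two criteria; inactive = fails both criteria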;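 also: 0% = median of neutral control wells and 100% = median of positive control wells; values of inactives mirror those of a sister screen read the other way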
Target sequence (Q61009 whole entry, looked up): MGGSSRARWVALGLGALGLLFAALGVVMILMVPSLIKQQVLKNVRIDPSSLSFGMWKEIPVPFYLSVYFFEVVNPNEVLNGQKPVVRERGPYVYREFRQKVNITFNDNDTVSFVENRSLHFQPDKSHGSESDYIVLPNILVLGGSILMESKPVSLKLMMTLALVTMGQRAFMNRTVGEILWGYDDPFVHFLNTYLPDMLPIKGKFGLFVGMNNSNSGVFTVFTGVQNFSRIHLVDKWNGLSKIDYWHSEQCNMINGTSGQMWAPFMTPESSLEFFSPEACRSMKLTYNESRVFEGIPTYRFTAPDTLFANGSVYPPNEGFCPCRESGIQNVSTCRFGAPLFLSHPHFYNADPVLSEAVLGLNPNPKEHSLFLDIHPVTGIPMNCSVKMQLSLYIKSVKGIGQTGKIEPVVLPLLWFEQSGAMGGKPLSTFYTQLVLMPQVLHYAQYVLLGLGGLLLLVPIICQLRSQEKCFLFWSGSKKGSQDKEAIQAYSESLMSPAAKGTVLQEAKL
dFosB act = mouse delta FosB homodimer activation; AID 493131; P13346; purified delta FosB, TAMRA-CDK5 oligo fluorescence polarization; percent of positive-control signal above neutral wells; activation, % at 25 µM; hit rate 0.99% among 340,000;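 active = mean activation above about 17%, with every replicate also reaching it, limit read from the data, passing the limit was not always enough; inconclusive = only one of the two conditions met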;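 also: fluorescence polarization rise as delta FosB binds a TAMRA Cdk5 AP-1 oligo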
Target sequence (P13346 whole entry, looked up): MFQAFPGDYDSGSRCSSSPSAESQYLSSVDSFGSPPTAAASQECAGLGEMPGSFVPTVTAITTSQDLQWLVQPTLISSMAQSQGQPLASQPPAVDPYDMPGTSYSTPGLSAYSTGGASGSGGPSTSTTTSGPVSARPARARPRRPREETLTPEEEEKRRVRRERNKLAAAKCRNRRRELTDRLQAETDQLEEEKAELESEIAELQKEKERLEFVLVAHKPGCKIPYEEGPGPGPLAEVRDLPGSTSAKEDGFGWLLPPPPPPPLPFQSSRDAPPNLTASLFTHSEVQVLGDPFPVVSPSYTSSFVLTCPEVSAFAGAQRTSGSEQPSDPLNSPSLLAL
CDK5 inh = CDK5/p35 (human) kinase inhibition; Recombinant CDK5/p35, ADP-Glo luminescence, 60 min; AID 488839; inhibition, % at 10 µM; hit rate 0.01% among 330,000;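 active = highest replicate inhibition of at least 50% and at least 75% of replicates reaching 50%; inconclusive = only one of the two criteria met; inactive = both criteria failed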;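 also: plate controls were DMSO neutral control for no effect and GW8510 at 10 µM for full effect; many of its hits are not listed in these tables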
PKA-R1A activ = activators of PKA-R1A complex; P00514+P68181; activation, % at 11.4 µM; hit rate 0.083% among 340,000; PKA-R1A dissociation, Cy5-IP20 fluorescence polarization; scaled: DMSO 0%, 113 µM cGMP 100%;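 active = percent activation above the mean of all tested compounds plus 3 SD, cut at about 19% in these data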;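 also: higher means more PKAc released from R1A so a rise in polarization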
The depositor's hits bear a star; ? = inconclusive; nt = no result given.

SMILES	NSD2 inh	MITF act	PKA-R2B act	SUMO Mot1 rescue	SR-BI uptake up	Arrestin-AP2 inh	Pemphigus Ab inh	SR-BI DiI inh	dFosB act	CDK5 inh	PKA-R1A activ
NS(=O)(=O)c1cccc(NC(=O)COc2ccc([N+](=O)[O-])cc2)c1	-1	-3	-6	-3	7	22	99	-7	-5	-0.9	4
Cc1ccc(C(=O)Nc2ccc(N3CCCC3)cc2)c(C)c1	-3	4	7	156	-84	-11	98	84*	49*	1.6	3
Oc1ccc(/C=N/NC(=S)NC2CC3CCC2C3)cc1 (configuration not stated)	3	27	7	4	-44	-7	nt	44	-10	-3.1	0
O=C(Nc1nnc(C2=COCCO2)o1)c1ccc(S(=O)(=O)N2CCOCC2)cc1	-3	-18	3	52	10	15	99	-10	1	-0.9	-7
O=C(Nc1ccc(F)cc1)C(c1ccccc1)N1CCN(C(=O)c2ccco2)CC1 (configuration not stated)	0	nt	-1	-7	24	13	nt	-24	2	0.2	-4
O=C(COC(=O)Cc1ccccc1[N+](=O)[O-])Nc1nnc(-c2ccccc2)o1	-3	4	-2	-21	19	8	110	-19	-9	1.1	1
CCOC(=O)C(C)Sc1nc2c(c(=O)[nH]c(=O)n2C)n1Cc1ccc(Cl)cc1 (configuration not stated)	nt	nt	-12	4	15	-3	77	-15	-10	-0.4	-9
CCN(CC(=O)Nc1cc(Cl)ccc1Cl)C(=O)c1ccc(-n2cccn2)cc1	-1	3	1	5	-15	-11	104	15	-4	1.6	6
Cc1cccc(C(=O)OCC(=O)Nc2nnc(-c3ccccc3)o2)c1O	-1	2	-11	-8	34	5	107	-34	-5	-1.5	-5
C=CCn1c(N/N=C/c2ccc(O)cc2)nc2ccccc2c1=O	11	35	-4	9	-52	-7	97	52	-5	0.3	-1
CCCNC(=O)C1CC(c2cccc(F)c2)=NO1 (configuration not stated)	nt	-3	-7	10	18	18	109	-18	-3	2.6	-17
COc1ccccc1N1CCN(CC(O)c2ccccc2)CC1 (configuration not stated)	4	-11	18	-15	nt	7	128	nt	-4	0.1	3

Only SR-BI DiI inh, NSD2 inh and PKA-R1A activ, for some of the entries so far:
smiles	SR-BI DiI inh	NSD2 inh	PKA-R1A activ
CCCNC(=O)C1CC(c2cccc(F)c2)=NO1 (configuration not stated)	-18	nt	-17
O=C(COC(=O)Cc1ccccc1[N+](=O)[O-])Nc1nnc(-c2ccccc2)o1	-19	-3	1
Cc1ccc(C(=O)Nc2ccc(N3CCCC3)cc2)c(C)c1	84*	-3	3

Ordered by molecular weight (lowest first): part of the list above
SMILES	NSD2 inh	MITF act	PKA-R2B act	SUMO Mot1 rescue	SR-BI uptake up	Arrestin-AP2 inh	Pemphigus Ab inh	SR-BI DiI inh	dFosB act	CDK5 inh	PKA-R1A activ
CCCNC(=O)C1CC(c2cccc(F)c2)=NO1 (configuration not stated)	nt	-3	-7	10	18	18	109	-18	-3	2.6	-17
Oc1ccc(/C=N/NC(=S)NC2CC3CCC2C3)cc1 (configuration not stated)	3	27	7	4	-44	-7	nt	44	-10	-3.1	0
C=CCn1c(N/N=C/c2ccc(O)cc2)nc2ccccc2c1=O	11	35	-4	9	-52	-7	97	52	-5	0.3	-1
NS(=O)(=O)c1cccc(NC(=O)COc2ccc([N+](=O)[O-])cc2)c1	-1	-3	-6	-3	7	22	99	-7	-5	-0.9	4
CCN(CC(=O)Nc1cc(Cl)ccc1Cl)C(=O)c1ccc(-n2cccn2)cc1	-1	3	1	5	-15	-11	104	15	-4	1.6	6
O=C(Nc1nnc(C2=COCCO2)o1)c1ccc(S(=O)(=O)N2CCOCC2)cc1	-3	-18	3	52	10	15	99	-10	1	-0.9	-7

Continued:
SMILES	NSD2 inh	MITF act	PKA-R2B act	SUMO Mot1 rescue	SR-BI uptake up	Arrestin-AP2 inh	Pemphigus Ab inh	SR-BI DiI inh	dFosB act	CDK5 inh	PKA-R1A activ
COc1ccc(C2CC(c3ccccc3)=NN2c2ccc(C(N)=O)cc2)cc1 (configuration not stated)	-11	nt	-10	-8	-9	-6	125	9	-8	-1.2	6
CCOC(=O)c1ccc(NC(=S)NCc2ccco2)cc1	2	27	9	-9	-20	3	99	20	3	-0.4	-6
COc1cc(OC)c(C(=O)OCC(=O)NCCc2ccccc2)cc1OC	-5	4	1	274	-10	-7	98	10	2	-0.5	2
N#CCCn1c(SCC(=O)NCCc2ccc(F)cc2)nc2ccccc21	-2	1	2	5	-10	1	115	10	-1	1.2	3
OC(COc1ccc2ccccc2c1Br)Cn1cnc(-c2ccccc2)c1 (configuration not stated)	-3	-5	-3	nt	-1	4	117	1	-1	-1.0	4
CSC1=N/C(=C\c2ccc3c(c2)OCO3)C(=O)S1	0	10	6	-3	-12	-4	107	12	6	-1.9	-4
COc1cc(C(=O)NCC(=O)NCC(c2ccco2)N2CCCCC2)cc(OC)c1OC (configuration not stated)	1	-2	-7	-4	25	6	nt	-25	-1	-0.7	3
CCC(=O)Nc1ccc2c(c1)nc1n2CCSC1	1	nt	-7	43	2	-1	99	-2	-1	-1.1	-13
OCC(O)CN(c1ccccc1)c1ccccc1 (configuration not stated)	-2	10	3	-19	12	14	97	-12	-2	0.6	4
COc1ccccc1NC(=O)CSc1nnc(-c2ccncc2)n1CC1CCCO1 (configuration not stated)	-1	-4	4	-7	?	11	103	-430	4	1.0	-4
O=C(/C=C\c1cccs1)N1CCN(Cc2ccc3c(c2)OCO3)CC1	-2	-1	11	0	-13	10	104	13	-2	-1.2	8
COc1ccc(C2=NN(c3nc4ccccc4s3)C(=O)/C2=C\N(C)C)cc1	4	11	6	283	-3	-7	129	3	-6	1.0	6
NC(=S)N1CCCc2ccccc21	4	-3	13	-12	8	23	nt	-8	-20	-0.1	0
COc1ccc(NC(=O)Nc2ccc([N+](=O)[O-])cc2)cn1	-1	53	-9	1	0	-4	99	0	2	0.2	-6
CN(/C=C/c1c([N+](=O)[O-])c(=O)n(C)c(=O)n1C)c1ccccc1	0	-13	-9	-2	31	5	95	-31	0	-0.1	-5
COc1ccc(C(=O)NCCCNC(=O)c2cnccn2)cc1	1	1	-3	-7	11	10	93	-11	-7	-0.5	6
CCN(CC)S(=O)(=O)c1cc(C(=O)OCC(=O)NC(=O)c2cccn2C)ccc1C	-2	-7	-4	-4	-36	4	110	36	6	-1.9	-9
O=C(CNS(=O)(=O)c1ccccc1)NCC(=O)OCc1ccccc1F	0	-14	-6	-4	-9	-4	99	9	4	-0.8	-1
N#Cc1ccccc1NC(=O)CSc1n[nH]c(=O)n1C1CC1	-8	-2	1	-20	10	4	100	-10	-5	0.4	7
O=C1C2C3C=CC(C3)C2C(=O)N1CCCCN1C(=O)C2C3C=CC(C3)C2C1=O (configuration not stated)	0	5	-12	-10	2	1	106	-2	3	-2.6	0
COC(=O)C1=C(C)OC(N)=C(C#N)C1c1ccco1 (configuration not stated)	2	-3	4	110	39	9	102	-39	4	0.1	-2
CCOC(=O)c1cc2c(=O)n3cccc(C)c3nc2n(CC(C)C)c1=NC(=O)c1ccco1	-1	6	2	-12	-3	1	nt	3	-13	0.7	-8
COC(=O)c1c(NC(=O)CSc2nnc(CNc3ccc(Cl)cc3)o2)sc(C)c1C	2	-17	5	110	-42	-1	111	42	2	-1.8	-6
CCCNC(=S)N(Cc1ccccc1)Cc1nc2ccccc2c(=O)[nH]1	-3	-10	2	-10	5	33	121	-5	-2	-4.4	2
CC(C)n1nnnc1SCC(=O)N(C)C1CCS(=O)(=O)C1 (configuration not stated)	0	-10	-4	5	-1	-5	nt	1	-6	-0.3	0
Cc1ccc2nc3c(cc(C(=O)NCCCn4ccnc4)n3C)c(=O)n2c1	3	33	-11	4	15	21	97	-15	3	0.1	3
O=C(Cn1nnc(-c2ccc(Cl)cc2)n1)NC1CCS(=O)(=O)C1 (configuration not stated)	-1	-3	2	3	3	-6	nt	-3	-1	-1.0	-2
CC(=O)Nc1ccc(S(=O)(=O)N2c3ccccc3NC(=O)CC2C)c(Cl)c1 (configuration not stated)	0	nt	nt	27	13	54*	91	-13	-3	0.8	nt
CCOC(=O)C1=C(N)Oc2cc(O)ccc2C1c1cccc([N+](=O)[O-])c1 (configuration not stated)	8	-14	4	21	-24	5	95	24	-14	-3.7	-2
O=c1cc(CN2CCN(S(=O)(=O)c3cccc(Cl)c3)CC2)c2ccc(O)cc2o1	-1	-4	-1	-9	21	7	88	-21	-18	-0.5	9
Cc1ccc(-c2nc(N)n(S(=O)(=O)c3ccc(C)cc3)n2)cc1	1	12	1	nt	5	54	99	-5	6	0.0	-7
O=C(c1cccs1)c1cn(CC(=O)N2CCc3ccccc3C2)c2ccccc12	-7	nt	-8	314	-44	-3	100	44	-6	-3.1	-5
CCc1cc(=O)oc2c(C)c(OS(C)(=O)=O)ccc12	3	-26	-3	-3	1	5	104	-1	-6	1.2	-10
COc1ccc(-n2c(SCC(=O)NCc3ccco3)nc3c([nH]c4ccccc43)c2=O)cc1	nt	-16	6	6	nt	34	99	nt	6	1.9	-3
CCOC(=O)NC(O)C(=O)c1cccs1 (configuration not stated)	nt	14	1	55	28	-1	104	-28	-1	0.8	4
COc1ccc(CN2CCN(C(=O)CC(C)C)CC2)cc1Br	-2	nt	7	8	4	37	105	-4	-6	6.9	0

Screening results as filed in PubChem.
